Menin-MLL TR inh – qHTS Assay for Inhibitors Targeting the Menin-MLL Interaction in MLL Related Leukemias: Competition With Texas Red Labeled MLL-derived Mutant Peptide. Menin + Texas Red MLL mutant peptide, fluorescence polarization. Potency, µM (top dose mostly 61.6 µM), for the others: at the highest dose FP activity change, negative = inhibition, usual class: inhibitors. 270,000 tested, 0.23% active; active means well fitted inhibition curve with a large enough effect in the polarisation, with a control signal flat, not every such curve was filed as active; inconclusive means small, poorly fitted or top-dose-only effect, or effect the other way, or a change in a side signal; inactive means no such curve, though single readings can be large or run the other way; the % refers to the polarisation; further: potency means the concentration at half of the fitted maximal effect; % of control where 0% means no effect; many of its hits are not listed in these tables
Target sequence (O00255 whole entry, looked up): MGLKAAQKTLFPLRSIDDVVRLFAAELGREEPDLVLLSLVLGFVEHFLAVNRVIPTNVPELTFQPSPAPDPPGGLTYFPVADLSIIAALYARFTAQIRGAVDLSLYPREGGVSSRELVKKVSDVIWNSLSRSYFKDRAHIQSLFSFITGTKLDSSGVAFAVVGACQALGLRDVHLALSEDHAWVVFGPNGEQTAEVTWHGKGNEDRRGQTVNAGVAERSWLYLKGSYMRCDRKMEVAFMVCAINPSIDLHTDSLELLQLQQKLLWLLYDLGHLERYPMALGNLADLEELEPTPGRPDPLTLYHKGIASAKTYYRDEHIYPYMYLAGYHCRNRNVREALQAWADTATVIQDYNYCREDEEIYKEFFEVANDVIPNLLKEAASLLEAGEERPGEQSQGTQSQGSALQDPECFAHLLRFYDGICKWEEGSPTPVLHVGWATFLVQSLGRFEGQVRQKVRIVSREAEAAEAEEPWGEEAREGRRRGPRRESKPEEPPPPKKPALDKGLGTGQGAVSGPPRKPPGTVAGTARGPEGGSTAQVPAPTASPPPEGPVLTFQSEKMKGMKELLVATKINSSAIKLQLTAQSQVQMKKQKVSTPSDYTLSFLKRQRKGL
p53 reactivator – qHTS assay for re-activators of p53 using a Luc reporter; Potency, µM (top dose mostly 92.2 µM), for the others: at the highest dose activity change, positive = activation, usual class: activators; 320,000 tested, 0.063% active; H1299 p53-A138V BP100-luciferase reporter, luminescence, 24 h; AID 504706, 2011; further: potency means the concentration at half of the fitted maximal effect; % of control where 0% means no effect; nearly all actives have a fitted effect of over 45% in size
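p53-null H1299 cells stably carrying temperature-sensitive p53-A138V and a BP100-luciferase reporter were pinned with compounds (4-point, 1:5 series) and held 24 hrs at 37 deg C. Luminescence was read 10 min after detection reagent.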
BRCA1 expr up – qHTS Assay to Identify Small Molecule Activators of BRCA1 Expression; MCF7-BRCA1-FFLuc reporter, luminescence, 48 h; response scale: scaled: vehicle 0%, 10 µM genistein 100%; Potency, µM (series often up to 46.1 µM), for the others: at the highest dose activation, most hits filed as activators; 380,000 tested, 1.1% active; AID 624202, 2012; further: potency means the concentration at half of the fitted maximal effect; nearly all actives have a fitted effect of over 80% in size; some results filed as inactive show a strong effect at the top dose
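Luminescence from a BRCA1-driven firefly luciferase in MCF7 cells was the read-out, taken 15 min after substrate addition following 48 h compound exposure at 37 °C. Data were normalized to a 10 microM genistein control and DMSO vehicle.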
ELG1 genotoxic – qHTS screen for small molecules that induce genotoxicity in human embryonic kidney (HEK293T) cells expressing luciferase-tagged ELG1 | Potency, µM (doses to about 46 µM), for the others: at the highest dose activity change, positive = activation, most hits filed as activators | 330,000 tested, 1.3% active | HEK293T ELG1-luciferase reporter, luminescence, 16 h; further: potency means the concentration at half of the fitted maximal effect; % of control where 0% means no effect; nearly all actives have a fitted effect of over 60% in size
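Luminescence read-out: rising ELG1-luciferase signal, reflecting elevated ELG1 protein under genetic stress, flags genotoxic compounds. Cells were treated for 16 hr at 37 °C before ONE-Glo detection.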
RORgamma inh – qHTS for inhibitors of ROR gamma transcriptional activity; Nuclear receptor ROR-gamma (Mus musculus), P51450; Potency, µM (highest dose often 53.6 µM), for inactives: at the highest dose activity change, negative = inhibition, actives largely listed as inhibitors; Drosophila S2 Gal4-RORgamma UAS-luciferase reporter, 20 h; 310,000 tested, 5.4% active; further: potency means the concentration at half of the fitted maximal effect; on the % scale 0 is the no-effect control and ±100 the full control effect; nearly all actives have a fitted effect of over 60% in size
Target sequence (P51450 whole entry, looked up, the tested form may be a part): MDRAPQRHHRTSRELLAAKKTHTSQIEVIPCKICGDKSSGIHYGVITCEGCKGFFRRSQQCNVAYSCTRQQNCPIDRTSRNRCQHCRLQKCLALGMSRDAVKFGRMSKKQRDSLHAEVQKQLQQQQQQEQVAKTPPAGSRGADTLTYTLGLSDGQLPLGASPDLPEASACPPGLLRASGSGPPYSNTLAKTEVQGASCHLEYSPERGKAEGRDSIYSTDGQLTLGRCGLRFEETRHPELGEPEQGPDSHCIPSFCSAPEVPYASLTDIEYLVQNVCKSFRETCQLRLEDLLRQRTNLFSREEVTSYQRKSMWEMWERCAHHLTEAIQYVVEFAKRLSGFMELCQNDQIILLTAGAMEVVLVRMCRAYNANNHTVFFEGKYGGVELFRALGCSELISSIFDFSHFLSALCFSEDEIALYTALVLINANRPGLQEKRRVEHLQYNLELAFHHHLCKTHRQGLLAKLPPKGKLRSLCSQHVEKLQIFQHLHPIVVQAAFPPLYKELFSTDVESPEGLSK
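A Gal4/UAS one-hybrid system in insect cells: metallothionein-promoter Gal4–ROR gamma fusion plus Photinus luciferase reporter. Copper sulfate 700 uM final, 20 hr ambient incubation, luminescent detection after 10 min with reagent.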
Rab9 prom act – qHTS Assay for Rab9 Promoter Activators. Huh7 Rab9 promoter-luciferase reporter, luminescence, 24 h. Potency, µM (titrated, usually from 9.22 µM), for inactives: at the highest dose activation, negative = inhibition, most hits filed as activators. 320,000 tested, 2.8% active. AID 485297, 2010; further: potency means the concentration at half of the fitted maximal effect; % of control where 0% means no effect; nearly all actives have a fitted effect of over 60% in size
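Measured in stably transfected Huh7 cells bearing a Rab9 promoter–luciferase construct: 24 h compound treatment at 37 °C, followed by luminescence detection.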
PKM2 act – qHTS Assay for Activators of Human Muscle isoform 2 Pyruvate Kinase; Pyruvate kinase PKM (Homo sapiens), P14618; purified PKM2, Kinase-Glo ATP luminescence, activation; response scale: 0% is enzyme alone, no compound; Potency, µM (doses to about 57.5 µM), inactives show at the top dose activation, hits mostly activators; 260,000 tested, 0.34% active; further: potency means the concentration at half of the fitted maximal effect; on the % scale 0 is the no-effect control and ±100 the full control effect; nearly all actives have a fitted effect of over 55% in size
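Purified hPK-M2 (>95% pure) converted ADP (0.1 mM final) to ATP with 0.5 mM PEP in 50 mM imidazole pH7.2, KCl, MgCl2, Tween 20, BSA; 1 h at room temperature. ATP detected by Kinase-Glo luminescence.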
Gal4-VP16 FLuc – VP16 counterscreen qHTS for inhibitors of ROR gamma transcriptional activity; Drosophila S2 Gal4-VP16 UAS-luciferase, luminescence, 20 h; AID 2546, 2010; 310,000 tested, 3.5% active; Potency, µM (highest dose often 53.6 µM), without a hit: top-dose activity, negative = inhibition, actives largely listed as inhibitors;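 further: Gal4-VP16 expression switched on by copper sulfate through the metallothionein promoter; potency means the concentration at half of the fitted maximal effect; on the % scale 0 is the no-effect control and ±100 the full control effect; nearly all actives have a fitted effect of over 50% in size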
FLuc counter – qHTS profiling assay for firefly luciferase inhibitor/activator using purifed enzyme and Km concentrations of substrates (counterscreen for miR-21 project) | 360,000 tested, 6.9% active | purified FLuc, Km substrates, luminescence inhibition | AID 588342, 2011 | Potency, µM (titrated, usually from 57.5 µM), for inactives: at the top dose activity change, negative = inhibition, usual class: inhibitors | Luciferin 4-monooxygenase (Photinus pyralis), P08659;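 further: potency means the concentration at half of the fitted maximal effect; plate controls were vehicle for no effect and reference inhibitor for full effect; nearly all actives have a fitted effect of over 55% in size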
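Biochemical qHTS of compounds, final roughly 60 µM downward over six points, against 10 nM purified firefly luciferase using Km concentrations of substrates (10 uM D-luciferin, 10 uM ATP) in Tris acetate pH 7.5 buffer; luminescence output.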
Giardia kill – Small Molecules that selectively kill Giardia lamblia: qHTS; 340,000 tested, 0.15% active; activity change, % at 7.66 µM, hits read low; Giardia lamblia trophozoite viability; in the data active means activity change below about -80%; inconclusive means between about -30% and that limit;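 further: parasites exposed to compound for two days anaerobically before the ATP read; on the % scale 0 is the no-effect control and ±100 the full control effect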
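Giardia lamblia trophozoites (100 cells/well) were incubated with compounds for 48 h at 37 deg C under anaerobic conditions. Viability was read as ATP content by one-step luminescence after 15-30 min at room temperature.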
NPC1 prom act – qHTS Assay for NPC1 Promoter Activators | Huh7 NPC1 promoter luciferase reporter, 24 h | Potency, µM (top dose mostly 9.22 µM), for inactives: top-dose activation, usual class: activators | 320,000 tested, 2.4% active;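 further: potency means the concentration at half of the fitted maximal effect; % of control where 0% means no effect; nearly all actives have a fitted effect of over 60% in size; reporter is driven by a mutant NPC1 promoter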
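Readout is luciferase luminescence, reflecting NPC1 promoter activation in stably transfected Huh7 cells after 24 h compound exposure at 37 °C in reduced-serum medium with 10% FBS.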
Starred values were filed as active, the others as inactive; & = joins results of further samples; [ ] = dose if it differs, or a comment. Unless noted, the call rests on the fitted dose curve; in most records, active means well fitted curve in the direction sought with a large enough effect; inconclusive means small, poorly fitted or top-dose-only effect, or another doubt; inactive means no such curve, though single readings can be large; an effect the other way counts as inactive or inconclusive. This is a subset; count on the stated rates, not on these rows.

Screening CCC1CCCCN1CCCNC(=O)CN1C(=O)CSc2ccc(S(=O)(=O)N3CCOCC3)cc21 (configuration not stated) returned Menin-MLL TR inh -21.3%, p53 reactivator inconclusive, BRCA1 expr up -0.5%, ELG1 genotoxic -0.2%, RORgamma inh 0.0%, Rab9 prom act -4.6%, PKM2 act 2.7%, Gal4-VP16 FLuc -13.5%, FLuc counter -0.5%&0.0%, Giardia kill 1.9 and NPC1 prom act -1.0%.
For CCSC1=NCCN1S(=O)(=O)c1ccccc1 the results were Menin-MLL TR inh -14.2%, p53 reactivator -2.4%, BRCA1 expr up -3.0%, ELG1 genotoxic -9.9%, RORgamma inh 27.6%, Rab9 prom act 1.3%, PKM2 act 9.4%, Gal4-VP16 FLuc -0.9%, FLuc counter -4.4%, Giardia kill -10.3 and NPC1 prom act -4.0%.
`CNC(=S)Nc1cc2oc3ccccc3c2cc1OC` gave Menin-MLL TR inh inconclusive, p53 reactivator 14.7%, BRCA1 expr up 4.2%, ELG1 genotoxic 12.7%, RORgamma inh 7.94µM*, Rab9 prom act 16.4%, PKM2 act 0.0%, Gal4-VP16 FLuc 12.6µM*, FLuc counter -15.2%, Giardia kill -23.6 and NPC1 prom act -2.4%.
O=C(c1noc2c1CCCCC2)N1CCOCC1 was read as Menin-MLL TR inh 11.9%, p53 reactivator -2.2%, BRCA1 expr up 1.8%, ELG1 genotoxic 2.0%, RORgamma inh -0.2%, Rab9 prom act -4.4%, PKM2 act -3.5%, Gal4-VP16 FLuc -0.2%, FLuc counter -1.2%, Giardia kill 5.1 and NPC1 prom act -0.7%.
O=C(CSc1nc2ccccc2c(=O)n1Cc1ccc(Cl)cc1)NCc1cccs1 was read as Menin-MLL TR inh 5.7%, p53 reactivator -1.3%, BRCA1 expr up -12.0%, ELG1 genotoxic 11.9%, RORgamma inh 0.5%[10 µM], Rab9 prom act 1.5%, PKM2 act -6.3%, Gal4-VP16 FLuc inconclusive, FLuc counter 3.6%, Giardia kill -7.0 and NPC1 prom act -2.3%.
Screening CCCNC(=O)[C@@H]1CCCN1C(=O)C1CCN(S(=O)(=O)c2ccc(C)cc2)CC1 returned Menin-MLL TR inh -14.1%, p53 reactivator -5.1%, BRCA1 expr up 1.3%, ELG1 genotoxic -0.2%[9.26 µM], RORgamma inh 6.1%, Rab9 prom act -4.4%, Gal4-VP16 FLuc -3.9%, FLuc counter -0.1%, Giardia kill 26.7 and NPC1 prom act -2.9%.
For NCCSC1CC(=O)N(Cc2ccc(F)cc2)C1=O (configuration not stated) the results were Menin-MLL TR inh -22.0%, p53 reactivator -0.7%, BRCA1 expr up 4.0%, ELG1 genotoxic -0.2%, RORgamma inh 8.5%, Rab9 prom act 0.5%, PKM2 act 9.0%, Gal4-VP16 FLuc 2.1%, FLuc counter 3.0%, Giardia kill -13.7 and NPC1 prom act 0.1%.
`O=C(Nc1cccc(-c2nc3ncccc3o2)c1)c1sc2cc(Cl)ccc2c1Cl` gave Menin-MLL TR inh 18.0%, p53 reactivator inconclusive, BRCA1 expr up 85.1%, ELG1 genotoxic inconclusive, RORgamma inh 36.0%, Rab9 prom act 16.0%, PKM2 act -1.6%, Gal4-VP16 FLuc -2.2%, FLuc counter -11.7%, Giardia kill 4.0 and NPC1 prom act 4.7%.
COc1cc(NC(=O)Nc2ccc(Cl)c(Cl)c2)c(C(=O)O)cc1OC was read as p53 reactivator 3.4%, BRCA1 expr up 5.5%, ELG1 genotoxic -1.0%, RORgamma inh 10.1%, Rab9 prom act -2.2%, PKM2 act -23.9%, Gal4-VP16 FLuc -0.1%, FLuc counter inconclusive, Giardia kill 8.5 and NPC1 prom act -0.7%.
For COc1cc(/C=C2\C(=N)N3N=CSC3=NC2=O)ccc1OS(=O)(=O)c1ccccc1[N+](=O)[O-] the results were Menin-MLL TR inh inconclusive, p53 reactivator inconclusive, BRCA1 expr up 44.6%, ELG1 genotoxic 2.4%, RORgamma inh -32.4%, Rab9 prom act 6.2%, PKM2 act 1.0%, Gal4-VP16 FLuc -16.0%, FLuc counter inconclusive, Giardia kill -22.9 and NPC1 prom act 7.7%.
`CC(C)OP(=O)(c1ccc(N(C)C)cc1)C(O)c1ccccc1` (configuration not stated) gave Menin-MLL TR inh -9.4%, p53 reactivator 8.5%, BRCA1 expr up 3.2%, ELG1 genotoxic -0.1%, RORgamma inh 10.4%, Rab9 prom act 1.9%, PKM2 act 2.5%, Gal4-VP16 FLuc -0.7%, FLuc counter 5.3%, Giardia kill -4.7 and NPC1 prom act 2.5%.
For COc1ccc(OC)c2c(C)c(C)[nH]c12 the results were Menin-MLL TR inh inconclusive, p53 reactivator -1.4%, BRCA1 expr up -8.3%, ELG1 genotoxic -0.1%, RORgamma inh -5.0%, Rab9 prom act 1.5%, PKM2 act inconclusive, Gal4-VP16 FLuc -12.9%, FLuc counter -0.2%, Giardia kill inconclusive and NPC1 prom act 6.0%.
Screening Cc1ccc(NC(=O)OCc2cncs2)cc1 returned Menin-MLL TR inh -6.9%, p53 reactivator -0.5%, BRCA1 expr up 17.2%, ELG1 genotoxic inconclusive, RORgamma inh inconclusive, Rab9 prom act inconclusive, PKM2 act 1.3%, Gal4-VP16 FLuc -22.6%, FLuc counter inconclusive, Giardia kill -6.4 and NPC1 prom act inconclusive.
For O=C(O)c1ccccc1CSc1ncccc1C(=O)O the results were Menin-MLL TR inh -11.6%, p53 reactivator -4.2%, BRCA1 expr up 13.9%, ELG1 genotoxic -3.5%, RORgamma inh -8.5%, Rab9 prom act -1.0%, PKM2 act 2.0%, Gal4-VP16 FLuc 2.6%, FLuc counter -18.1%, Giardia kill 5.3 and NPC1 prom act -10.0%.
`CC1CCN(CCC(=O)Nc2ccc3c(c2)OCCO3)CC1` gave Menin-MLL TR inh -6.4%, p53 reactivator -1.4%, ELG1 genotoxic -1.1%, RORgamma inh 10.5%, Rab9 prom act 14.2%, PKM2 act 2.6%, Gal4-VP16 FLuc -2.0%, FLuc counter 2.7% and NPC1 prom act 0.7%.
`COc1ccc2[nH]c3nc(SCC(=O)NNC(=O)c4ccc(OC)c(OC)c4)nnc3c2c1` gave Menin-MLL TR inh -4.4%, p53 reactivator -1.8%, BRCA1 expr up 4.4%, ELG1 genotoxic 0.7%, RORgamma inh 8.5%, Rab9 prom act 2.6%, PKM2 act 4.4%, Gal4-VP16 FLuc -2.6%, FLuc counter -16.2%, Giardia kill 0.4 and NPC1 prom act -0.6%.
`COc1ccc(C(CCN2CCOCC2)c2c(O)cc(OC)cc2OC)cc1` (configuration not stated) gave Menin-MLL TR inh -3.4%, p53 reactivator -3.8%, BRCA1 expr up 12.0%, ELG1 genotoxic -0.9%, RORgamma inh -12.1%&-1.2%, Rab9 prom act 0.2%, PKM2 act -4.2%, Gal4-VP16 FLuc 2.6%&-1.4%, FLuc counter 0.8%, Giardia kill 9.6&-23.8 and NPC1 prom act 1.2%.
For COc1ccc(NC(=O)c2nc3nc(C)cc(C(F)F)n3n2)cc1OC the results were Menin-MLL TR inh 2.5%, p53 reactivator -1.7%, BRCA1 expr up 4.2%, ELG1 genotoxic 5.5%, RORgamma inh 32.1%, Rab9 prom act -1.6%, PKM2 act -11.4%, Gal4-VP16 FLuc -4.1%, FLuc counter 2.0%, Giardia kill -24.2 and NPC1 prom act 10.9%.
Screening CC(C)(C)c1ccc(C(=O)NNC(=S)NCc2ccco2)cc1 returned p53 reactivator 9.0%, BRCA1 expr up 20.6%, ELG1 genotoxic 0.9%, RORgamma inh 10µM*, Rab9 prom act 0.8%, PKM2 act -1.6%, Gal4-VP16 FLuc -24.8%, FLuc counter -13.4%, Giardia kill -14.7 and NPC1 prom act 0.4%.
`COCCN(CC1CCCN(C2Cc3ccccc3C2)C1)C(=O)CSC` (configuration not stated) gave Menin-MLL TR inh -20.1%, BRCA1 expr up -0.1%, ELG1 genotoxic -3.1%, RORgamma inh 4.2%, Rab9 prom act 1.3%, PKM2 act 1.5%, Gal4-VP16 FLuc 0.0%, FLuc counter 2.5%, Giardia kill inconclusive and NPC1 prom act 0.9%.
OC1(c2ccc(F)cc2)CSC(=Nc2cccnc2)N1Cc1ccco1 (configuration not stated) was read as Menin-MLL TR inh -20.2%, p53 reactivator -3.5%, BRCA1 expr up 0.0%, ELG1 genotoxic -5.9%, RORgamma inh inconclusive, Rab9 prom act -1.7%, PKM2 act 3.7%, Gal4-VP16 FLuc inconclusive, FLuc counter -1.8%, Giardia kill 30.5[activator] and NPC1 prom act -1.6%.

Screening results deposited in PubChem BioAssay by National Center for Advancing Translational Sciences (NCATS).
